K1F lysis inhibition – inhibition of K1F phage lysis, E. coli UTI89, bacterial capsule biogenesis inhibitors, alamar blue (AID 488966) | inhibition, % at 100 µM; hits with a dose series show IC50 in µM | actives 0.02% (n = 340,000) | E. coli UTI89 K1F phage lysis, alamar blue, 2 h; higher % means a stronger effect;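 active = phage lysis inhibition, versus mean bacterial control, above a set limit; inconclusive = no clear call, values can overlap the other calls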;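 also: capsule biogenesis inhibitors block K1F phage lysis so surviving cells raise fluorescence; higher fluorescence means more inhibition of phage lysis; actives were called in the ten point dose series up to 300 µM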
AID2073 – inhibitors of Mint1-CaV2.2 protein interaction, biochemical, HTRF (AID 2073). inhibition, % at 20 µM; hits with a dose series show IC50 in µM. HTRF protein-protein interaction, Mint1-CaV2.2; higher % means a stronger effect. actives 0.19% (n = 290,000); in the data active = inhibition mostly above about 51%, no sharp cut-off; inconclusive = no clear call, values can overlap the other calls; inactive = mostly below about 53%; also: some results filed as inactive read as strong as hits
NTR1 ag – agonists of NTR1, primary screen, imaging, U2OS cells, beta-arrestin-GFP, high content (AID 493036); NTR1-U2OS beta-arrestin-GFP spot imaging, agonist mode; activation, % at 20 µM; actives 0.17% (n = 330,000);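 active = activation at or above 40% of the spot to cytoplasm intensity ratio, with at least 20 cells analyzed; inconclusive = wells under 20 cells, flagged as cytotoxic or low count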;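 also: 0% = DMSO without peptide and 100% = 100 nM NTR1 peptide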
Target sequence (P30989 whole entry, looked up): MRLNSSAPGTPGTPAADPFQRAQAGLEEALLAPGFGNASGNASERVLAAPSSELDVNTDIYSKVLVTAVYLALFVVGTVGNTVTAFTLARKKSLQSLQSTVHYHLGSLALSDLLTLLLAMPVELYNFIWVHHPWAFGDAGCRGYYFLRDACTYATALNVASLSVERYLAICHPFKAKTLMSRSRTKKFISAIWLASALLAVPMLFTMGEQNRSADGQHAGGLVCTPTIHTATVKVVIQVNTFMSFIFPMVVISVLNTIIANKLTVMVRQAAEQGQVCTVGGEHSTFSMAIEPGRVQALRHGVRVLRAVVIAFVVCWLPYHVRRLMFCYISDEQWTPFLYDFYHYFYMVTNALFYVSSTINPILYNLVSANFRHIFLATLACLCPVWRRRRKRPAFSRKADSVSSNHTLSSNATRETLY
Autophagy mod – autophagy modulators in MEF cells, primary screen, imaging, high-content, MEF GFP-LC3; MEF GFP-LC3 puncta imaging; test concentration mostly 10 µM; calls only at 10 µM (by protocol); actives 0.98% (n = 190,000);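 active = percentage of spot-positive cells more than 3 SD above its plate mean, without a fluorescence outlier flag or 80% toxicity; inconclusive = no clear call, values can overlap the other calls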;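 also: spot-positive cell cutoff set from DMSO-treated cells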
RSV CPE inhibition – RSV antiviral activity via CPE protection, HEp-2 cells, primary 10 µM value included (AID 2391). HEp-2 cells, RSV-induced CPE inhibition; higher % means a stronger effect. one-dose CPE inhibition, % at 10 µM; IC50 in µM for titrated hits. actives 0.13% (n = 310,000); in the data active = a potency from the dose series; inconclusive = CPE inhibition mostly from about 23% at the one dose, without a potency; inactive = the rest, 99 in 100 with CPE inhibition below about 21%; also: strong numbers were not always called active
NS5 inhibitors – Dengue-2 NS5 methyltransferase inhibitors, primary screen, biochemical, confirmation dose response (AID 588689) | Genome polyprotein (Dengue virus type 2 (strain 16681-PDK53)) | Dengue-2 NS5 methyltransferase capping enzyme assay, biochemical; higher % means a stronger effect | one-dose inhibition, % at 25 µM; IC50 in µM for titrated hits | actives 0.3% (n = 340,000); in the data active = a potency from the dose series; inconclusive = inhibition above about 29% without an active follow-up result
GPR35 arrestin U2OS – GPR35 antagonists blocking zaprinast-driven arrestin recruitment, primary screen, imaging, U2OS, beta-arrestin-GFP, zaprinast agonist (AID 2058). inhibition, % at 10 µM, or IC50 in µM where a hit was titrated. G-protein coupled receptor 35 (Homo sapiens). U2OS GPR35 beta-arrestin-GFP translocation imaging, zaprinast antagonism; higher % means a stronger effect. actives 0.052% (n = 290,000);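 active = inhibition of at least 50% with at least 30 cells and total cytoplasm GFP at most 10,000,000; inconclusive = under 30 cells or total GFP of 10,000,000 plus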
WT yeast gro inh – growth inhibition of WT strain, primary screen, mitochondrial fusion inhibitor project, WT and mutant strains, chemical genetic. mitochondrial fusion phenotypic screen. inhibition, % at 10 µM. actives 2.1% (n = 190,000). AID 1362, 2008; in the data active = inhibition above about 58%; tested in S. cerevisiae
LYP inhibition – inhibitors of LYP phosphatase, biochemical, fluorescence intensity, uHTS (AID 1779); Tyrosine-protein phosphatase non-receptor type 22 (Homo sapiens); actives 0.054% (n = 290,000); recombinant LYP phosphatase, fluorescence intensity; higher % means a stronger effect; inhibition, % at 11.5 µM; hits with a dose series show IC50 in µM; in the data active = inhibition above about 50%;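 also: plate controls were vehicle with enzyme for no effect and no enzyme for full effect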
WT yeast gro inh mutant strain – second read-out of WT yeast gro inh, no call of its own (marks repeat the call); inhibition, %; mitochondrial fusion phenotypic screen, mutant strain inhibition
Autophagy mod cell loss 18 h – also measured in Autophagy mod; calls as there; toxicity, %; measured here: cell loss, nuclei count;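 cell loss after 18 h compound exposure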
NTR1 ag cell count 20 µM – further read-out of NTR1 ag, marked with its call; cell count; measured here: cell count, cytotoxicity flag
NS5 inhibitors pilot replicate – further read-out of NS5 inhibitors, marked with its call; inhibition, %; measured here: pilot screen replicate inhibition
* = called active by the depositor; i = inactive; ? = inconclusive; / = no result given; [ ] = another dose, or the depositor's remark.

SMILES	K1F lysis inhibition	AID2073	NTR1 ag	NTR1 ag cell count 20 µM	Autophagy mod	Autophagy mod cell loss 18 h	RSV CPE inhibition	NS5 inhibitors	GPR35 arrestin U2OS	WT yeast gro inh	WT yeast gro inh mutant strain	LYP inhibition	others
CCOC(=O)c1ccc(NC(=O)N2CCN(C(=O)c3ccco3)CC2)cc1	0.1%	?	-0.9	100	i	-1	2.5%	4%	12%	0	8	-4%
CCOC(=O)c1ccc2c(c1)nc(C1CCN(S(=O)(=O)c3cccs3)CC1)n2CC	11%	-4%	2.0	52	i	15	?	-1%	-1%	23	14	1%
CCCCSCc1cc(C(=O)O)oc1C(C)(C)C	-1.5%	0%	-0.2	50	i	13	1.2%	-9%	-16%	-13	-3	-4%
CCCC[n+]1ccn(-c2nc3ccccc3nc2[N-]S(=O)(=O)c2ccc(Br)cc2)c1	0.6%	27%	1.9	58	/	/	0.0%	9%	6%	/	/	-9%
O=C(c1ccc(Cl)nc1)N1CCN(S(=O)(=O)c2ccc(Cl)cc2)CC1	0.4%	9%	0.6	67	i	2	-1.8%	-5%	13%	2	-4	-10%
Cc1cccc(NC(=O)c2ccccc2OCC(=O)N2CCCC2)c1C	/	20%	-1.3	50	i	13	-0.5%	/	8%	14	2	-3%
CC1CN(C(=O)c2ccc(C(=O)c3ccccc3)cc2)CC(C)O1 (stereo not given)	-2.0%	-4%	1.9	63	i	37	0.7%	-7%	9%	2	6	-4%
C=CCn1c(C(CC)CC(C)(C)O)n[nH]c1=S (stereo not given)	0.1%	-5%	-1.1	78	i	-4	0.2%	5%	12%	13	-9	-10%
Cc1csc(NC(=O)CSc2nnc3ncccn23)n1	7.7%	-5%	-1.0	86	i	3	0.0%	-5%	9%	8	12	-4%
COc1ccc(/C=C2\SC(=S)N(CCCC(=O)NNC(=O)c3ccccc3O)C2=O)cc1	-1.1%	37%	8.4	34	i	11	1.6%	2%	10%	-7	-5	4%
O=C(O)CCC(=O)NN1C(=O)c2ccccc2NC1c1ccc(F)cc1 (stereo not given)	-0.2%	-23%	-1.9	52	/	/	0.6%	-7%	4%	/	/	-9%
O=C(Nc1ccc2c(c1)CCC2)c1ccccc1	4.9%[50 µM]	13%	1.5	44	i	-19	8.2%	-5%	-7%	-3	2	-6%
O=C(c1ccc(COc2ccccc2Br)cc1)N1CCCCC1	0.2%	0%	1.6	60	i	31	?	-1%	-12%	2	5	-8%
COc1ccc(CN2CCN(c3nc4ccccc4s3)CC2)cc1	0.3%	2%	2.7	76	/	/	/	-7%	17%	/	/	-5%
CCNC(=S)N(CCN(C)C)Cc1cc2cc(OCC)ccc2[nH]c1=O	0.0%	1%	-0.9	46	i	-8	-0.3%	0%	-3%	-8	-13	-10%
Oc1ccc(N=Nc2ccccc2C(F)(F)F)c2cccnc12	0.3%	1%	6.4	86	/	/	9.5%	1%	-6%	/	/	-6%
COc1cc(/C=C2\SC(=S)N(C(C(=O)O)c3ccccc3)C2=O)cc(OC)c1OC (stereo not given)	-0.2%	-11%	3.8	73	/	/	-1.6%	>100µM*	-4%	/	/	-2%
CCCCNCCCOc1cc(Cl)ccc1Cl	0.2%	-4%	1.5	44	i	7	-0.5%	-2%	-1%	26	23	-14%
COCCCn1c(=NC(C)=O)c(C#N)cc2c(=O)n3cccc(C)c3nc21	/	18%	0.9	47	/	/	0.6%	/	-16%	/	/	-48%
C/C(=N\Nc1ccc(C(F)(F)F)cn1)c1ccncc1	0.4%	0%	-1.3	67	i	-15	-1.1%	-4%	1%	-7	-3	0%
CCCOC(=O)CN1C(=O)c2ccc(C(=O)OCCC)cc2C1=O	1.7%	3%	0.4	42	i	-25	0.3%	2%	12%	10	16	-6%
CC(=O)Nc1ccc(SCC(=O)N(CCC#N)c2cc(C)cc(C)c2)cc1	0.2%	-19%	-1.8	84	i	-8	1.5%	-5%	7%	-10	-5	-6%
CC(=O)Nc1ccc(-n2cnnn2)cc1	-0.3%	7%	-2.1	89	i	-3	0.8%	-3%	-12%	15	-1	-8%
CN1CCC(NC(=S)NC2CC2)CC1	0.2%	1%	0.8	33	i	-24	0.1%	-7%	1%	-3	-3	-3%
Cn1c2ccccc2c2c(C(=O)N3CCN(c4ccc(F)cc4)CC3)cn(C3CCCC3)c(=O)c21	-1.9%	11%	18	62	i	10	?	4%	-7%	14	19	7%
Further records follow.
SMILES	K1F lysis inhibition	AID2073	NTR1 ag	NTR1 ag cell count 20 µM	Autophagy mod	Autophagy mod cell loss 18 h	RSV CPE inhibition	NS5 inhibitors	GPR35 arrestin U2OS	WT yeast gro inh	WT yeast gro inh mutant strain	LYP inhibition	others
CCN(c1ccccc1)S(=O)(=O)c1cc2c3c(c1)CCN3C(=O)CC2	-2.1%	/	-1.5	67	/	/	-1.1%	-5%	/	/	/	/
Cc1ccc(N(C(=O)Nc2ccccc2)C2=NCCC2)cc1	/	10%	1.8	43	/	/	2.3%	/	-3%	/	/	-2%
COc1ccc(N2CCN(C(=O)c3ccc(NS(=O)(=O)c4cccc(F)c4)cc3)CC2)cc1	1.5%	-2%	-1.3	53	i	-3	6.7%	4%	6%	-1	0	-1%
CCCC(=O)Nc1nnc(SCC(=O)Nc2ccc3c(c2)OCCO3)s1	-0.1%	5%	-0.7	49	i	19	6.0%	-5%	-8%	-1	1	1%
CCc1nc(C)cn1S(=O)(=O)c1cc([N+](=O)[O-])ccc1Cl	1.1%	-4%	3.0	25	i	63	18%	-7%	3%	-9	-10	-4%
Cc1cc(NC(=O)CSc2nc(C(C)C)nc3sc4c(c23)CCC(C)C4)no1 (stereo not given)	0.8%	-5%	0.9	69	i	6	-0.1%	0%	-2%	-7	-1	-4%
O=C(CCCC(=O)NC1CCCC1)NC1CCCC1	3.9%	17%	2.8	52	i	-4	1.8%	1%	9%	5	-11	-6%
CCOC(=O)Cn1c(-c2ccccc2)cc(SC)c(C#N)c1=O	1.0%	9%	10	89	/	/	6.9%	-6%	11%	/	/	4%
Cc1csc(=Nc2ccccc2)n1CCO	2.0%	-7%	1.6	73	i	2	1.3%	-2%	3%	6	14	-8%
Cc1cccc(NC(=O)C2CC(=O)N(Cc3ccccc3)C2)n1 (stereo not given)	1.3%[50 µM]	/	0.7	58	/	/	-1.5%	2%	/	/	/	/
CN(CC(=O)NCC(c1ccccc1)N1CCCC1)S(=O)(=O)c1ccc(Cl)cc1 (stereo not given)	0.3%[50 µM]	/	-3.6	40	/	/	-1.0%	-2%	/	/	/	/
O=C(NCC1CCCCC1)C1CCCN(C(=O)NC2CCCCC2)C1 (stereo not given)	0.3%	-8%	2.6	59	i	15	12%	-6%	-2%	-15	5	-5%
CCOC(=O)C(=CNc1cccc(N)n1)C(=O)OCC	0.5%	6%	1.4	106	i	-10	1.8%	-3%	-9%	18	10	-6%	NS5 inhibitors pilot replicate=-4.9
O=C(CN1C(=O)c2cccnc2Oc2ccc(Cl)cc21)Nc1ccc(F)cc1	5.0%	4%	4.5	59	/	/	3.4%	15%	-4%	/	/	-3%
O=C(Nc1cc2c(cc1C(=O)O)OCCCO2)c1ccc(F)cc1F	0.5%	7%	-1.5	41	/	/	1.2%	-5%	-5%	/	/	-6%
NCCCCCc1nnc(SC/C=C/c2ccccc2)o1	0.8%	-4%	0.7	74	i	6	-0.2%	-3%	4%	7	4	-2%
CCOCC(=O)Nc1cccc(SC)c1	-0.8%	-6%	-0.1	55	i	-8	-0.7%	-5%	2%	-8	15	6%
CCC(Sc1n[nH]c(=O)[nH]c1=O)C(=O)OCc1ccccc1 (stereo not given)	-0.4%	-3%	-0.1	83	i	-6	2.0%	4%	30%	-11	-2	-4%
CCCc1[nH][nH]c(=O)c1C(c1ccc(Cl)cc1)C(C#N)C#N (stereo not given)	3.2%	5%	0.6	67	i	2	0.8%	-8%	1%	-8	10	2%
Cn1nnnc1Sc1ncnc2scc(-c3ccc([N+](=O)[O-])cc3)c12	0.6%	/	6.9	63	/	/	-1.9%	-16%	/	/	/	/
CC(C)(C)C(=O)Nc1sc2c(c1C#N)CCC2	-0.7%	17%	-1.4	60	i	-5	-2.1%	-1%	-7%	19	0	2%

Entries above with a Cl atom:
SMILES	K1F lysis inhibition	AID2073	NTR1 ag	NTR1 ag cell count 20 µM	Autophagy mod	Autophagy mod cell loss 18 h	RSV CPE inhibition	NS5 inhibitors	GPR35 arrestin U2OS	WT yeast gro inh	WT yeast gro inh mutant strain	LYP inhibition	others
O=C(c1ccc(Cl)nc1)N1CCN(S(=O)(=O)c2ccc(Cl)cc2)CC1	0.4%	9%	0.6	67	i	2	-1.8%	-5%	13%	2	-4	-10%
CCCCNCCCOc1cc(Cl)ccc1Cl	0.2%	-4%	1.5	44	i	7	-0.5%	-2%	-1%	26	23	-14%
CCc1nc(C)cn1S(=O)(=O)c1cc([N+](=O)[O-])ccc1Cl	1.1%	-4%	3.0	25	i	63	18%	-7%	3%	-9	-10	-4%
CN(CC(=O)NCC(c1ccccc1)N1CCCC1)S(=O)(=O)c1ccc(Cl)cc1 (stereo not given)	0.3%[50 µM]	/	-3.6	40	/	/	-1.0%	-2%	/	/	/	/
O=C(CN1C(=O)c2cccnc2Oc2ccc(Cl)cc21)Nc1ccc(F)cc1	5.0%	4%	4.5	59	/	/	3.4%	15%	-4%	/	/	-3%
CCCc1[nH][nH]c(=O)c1C(c1ccc(Cl)cc1)C(C#N)C#N (stereo not given)	3.2%	5%	0.6	67	i	2	0.8%	-8%	1%	-8	10	2%

Screens as filed in PubChem BioAssay.

The order is random (roughly 2.6% active in at least one column).
